Source: PubChem (National Center for Advancing Translational Sciences (NCATS))
KDM5B inh – inhibitors of human KDM5B histone demethylase. AID 1347165. KDM5B demethylase, FDH-coupled NADH fluorescence (FDH is formaldehyde dehydrogenase). actives 2.6% (n = 220,000). Q9UGL1. Potency, µM (series often up to 57.7 µM), for inactives: at the top dose activity change, negative = inhibition, usual class: inhibitors; active means well fitted inhibition curve with a large enough effect; inconclusive means small, poorly fitted or top-dose-only effect; inactive means no such curve, though single readings can be large or run the other way; further: 0% is about no effect; nearly all actives have a fitted effect of over 70% in size
Target sequence (Q9UGL1 whole entry, looked up): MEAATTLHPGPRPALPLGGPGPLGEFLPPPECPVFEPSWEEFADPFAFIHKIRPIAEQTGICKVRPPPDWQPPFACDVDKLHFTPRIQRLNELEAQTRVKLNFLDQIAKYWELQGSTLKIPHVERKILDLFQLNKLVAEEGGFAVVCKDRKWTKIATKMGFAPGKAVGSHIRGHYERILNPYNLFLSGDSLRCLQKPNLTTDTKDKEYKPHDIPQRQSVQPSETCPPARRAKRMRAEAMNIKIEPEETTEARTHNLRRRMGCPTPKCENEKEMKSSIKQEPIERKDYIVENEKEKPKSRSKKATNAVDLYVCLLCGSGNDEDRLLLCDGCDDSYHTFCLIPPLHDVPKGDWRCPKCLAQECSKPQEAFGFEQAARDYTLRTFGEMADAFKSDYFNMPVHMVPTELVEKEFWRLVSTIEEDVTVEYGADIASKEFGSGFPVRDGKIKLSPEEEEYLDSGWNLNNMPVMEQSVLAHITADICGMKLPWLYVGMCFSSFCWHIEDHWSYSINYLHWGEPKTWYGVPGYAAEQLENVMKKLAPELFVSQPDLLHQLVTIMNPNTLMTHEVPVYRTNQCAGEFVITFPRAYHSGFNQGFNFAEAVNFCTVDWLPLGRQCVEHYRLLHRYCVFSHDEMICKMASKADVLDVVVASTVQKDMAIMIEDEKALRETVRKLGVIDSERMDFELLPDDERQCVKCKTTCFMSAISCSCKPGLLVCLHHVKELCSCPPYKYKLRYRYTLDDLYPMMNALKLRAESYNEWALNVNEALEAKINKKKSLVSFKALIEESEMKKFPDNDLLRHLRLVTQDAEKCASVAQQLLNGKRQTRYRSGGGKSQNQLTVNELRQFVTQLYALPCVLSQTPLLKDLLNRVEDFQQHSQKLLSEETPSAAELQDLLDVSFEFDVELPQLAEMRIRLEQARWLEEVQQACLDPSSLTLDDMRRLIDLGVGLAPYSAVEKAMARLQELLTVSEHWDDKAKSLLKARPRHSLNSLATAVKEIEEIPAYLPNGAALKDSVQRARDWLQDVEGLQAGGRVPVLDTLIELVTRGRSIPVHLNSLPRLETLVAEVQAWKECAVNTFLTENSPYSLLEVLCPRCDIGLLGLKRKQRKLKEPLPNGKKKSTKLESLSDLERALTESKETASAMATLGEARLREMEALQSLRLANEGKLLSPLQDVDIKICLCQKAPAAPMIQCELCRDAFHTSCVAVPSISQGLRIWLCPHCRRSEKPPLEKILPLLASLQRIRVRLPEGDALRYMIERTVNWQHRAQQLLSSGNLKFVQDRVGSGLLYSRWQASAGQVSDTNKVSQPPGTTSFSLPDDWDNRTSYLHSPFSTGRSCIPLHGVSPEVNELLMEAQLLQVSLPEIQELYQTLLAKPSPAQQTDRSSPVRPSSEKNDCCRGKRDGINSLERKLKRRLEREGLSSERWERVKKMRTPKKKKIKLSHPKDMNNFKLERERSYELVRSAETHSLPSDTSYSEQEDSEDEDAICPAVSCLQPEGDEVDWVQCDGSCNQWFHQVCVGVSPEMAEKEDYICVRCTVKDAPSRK
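Here, H3K4me3 peptide (12.5 µM in substrate mix) is demethylated by KDM5BΔAP, 200 nM final, after 10 min compound exposure. Formaldehyde product is coupled through FDH (0.25 U/mL in mix) to NADH fluorescence; 30-min ΔRFU feeds dose-response curves.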
* marks the source's active call; other numbers are inactive results; [ ] = remark or other dose. Potency means the concentration at half of the fitted maximal effect.

How did CCN(CC)CCCNC(=O)c1ccc(-c2nc(CN3CCc4ccccc43)c(C)o2)cc1 do in these assays?
KDM5B inh: inconclusive

What do the screens show for `CCCn1c(C)cnc1CC1CCN(C(=O)C2CC2)C1` (stereo not drawn)?
KDM5B inh: -2%

How did Cc1ccc(CNC(=O)c2ccc3c(c2)CN(Cc2cccc(F)c2)CCO3)cc1 do in these assays?
KDM5B inh: inconclusive

What do the screens show for `O=S(=O)(Cc1ccc(F)cc1Cl)C12CC3CC(CC(C3)C1)C2`?
KDM5B inh: 26%

How did Cc1ccc(C)c(NC(=O)CSCc2cc(C)no2)c1 do in these assays?
KDM5B inh: 10%

How did CC(Cc1c[nH]c2ccccc12)NC(=O)C1CCN(c2nc(Cl)nc3nc[nH]c23)CC1 (stereo not drawn) do in these assays?
KDM5B inh: inconclusive

How did COCC1CCN(C(=O)c2coc(COc3cccc(F)c3)n2)C1 (stereo not drawn) do in these assays?
KDM5B inh: 20%

Results for NS(=O)(=O)c1ccc(NS(=O)(=O)c2ccc(NC(=O)c3ccccc3[N+](=O)[O-])cc2)cc1 ?
KDM5B inh: 19%

How did Cn1ncc(N2CCC(NC(=O)C3CCOC3)CC2)cc1=O (stereo not drawn) do in these assays?
KDM5B inh: 17%

How did CC(c1ccc(F)c(F)c1)N(C)C(=O)c1cc2ccccc2[nH]1 (stereo not drawn) do in these assays?
KDM5B inh: -4%

How did COc1ccccc1-c1[nH]nc2ncc(C(=O)N3C[C@@H](C)O[C@@H](C)C3)nc12 do in these assays?
KDM5B inh: -12%[86.2 µM]

Results for CCc1cccc(C)c1Nc1nn2c(=O)c3ccccc3nc2s1 ?
KDM5B inh: inconclusive

What do the screens show for `CCOC(=O)c1cc(=O)c2ccc(OCC(=O)Nc3ccccc3)cc2o1`?
KDM5B inh: 18%

Results for CCc1nncn1C1CCN(S(=O)(=O)c2ccc(F)cc2)CC1 ?
KDM5B inh: 20%

What do the screens show for `O=C(N[C@H](CO)c1ccccc1)C1CCC(CNS(=O)(=O)c2ccc(F)cc2)CC1` (stereo partly drawn)?
KDM5B inh: 10%

What do the screens show for `O/N=C1\CC(c2ccccc2)Oc2ccc(Cl)cc21` (stereo not drawn)?
KDM5B inh: -16%

Results for Cc1sc(NC(=O)/C=C/c2cccs2)c(C#N)c1C ?
KDM5B inh: inconclusive

Results for OC1(c2nc(Nc3cccc(C(F)(F)F)c3)n[nH]2)CCOCC1 ?
KDM5B inh: -18%[86.2 µM]

How did COC(=O)c1[nH]c2cc(C)ccc2c1NC(=O)CN1CCOCC1 do in these assays?
KDM5B inh: inconclusive

What do the screens show for `O=C(CCc1ncc(-c2ccccc2F)o1)Nc1ccccc1O`?
KDM5B inh: -3%

What do the screens show for `COC1CCC(C(=O)N2CCC3(CC2)OC(=O)N(CCOc2ccccc2)C3(C)c2cccnc2)CC1` (stereo not drawn)?
KDM5B inh: -3%

Results for O=C(C[C@@H]1CCNC[C@@H]1Cc1cc(COc2ccccc2)on1)NCc1ccc(F)cc1 ?
KDM5B inh: 25%

Results for Cc1ccc2c(c1)C1(CC(=O)Nc3c1cnn3-c1cccc(Cl)c1)C(=O)N2 (stereo not drawn) ?
KDM5B inh: -16%

What do the screens show for `COc1ccc(CNC(=O)[C@H]2CCC[C@H]2NC(=O)c2ccc(OC)nc2)cc1`?
KDM5B inh: 8%

What do the screens show for `Cc1cc(C)c(C#N)c(SCC(F)(F)F)n1`?
KDM5B inh: 18%

How did CC(=O)c1ccc(NC(=O)CSc2nc(N3CCCC3)c3c(c2C#N)CCCC3)cc1 do in these assays?
KDM5B inh: -9%

What do the screens show for `Cc1ccc(CSc2nc(-c3ccccc3C)nc3c2Cc2c(CO)cnc(C)c2O3)cc1`?
KDM5B inh: 1%

How did CC1CCN([C@@H]2[C@H](O)[C@H](CO)O[C@@H]2CNC(=O)c2ccccc2)CC1 do in these assays?
KDM5B inh: -22%[86.2 µM]

Results for Cc1nc(C)c(C(=O)N2CC(C)(C)C(C)(O)C2)s1 (stereo not drawn) ?
KDM5B inh: 19%

What do the screens show for `CC(C)N1CCN(C(=O)c2cc3cn(C4CC4)cc3s2)CC1`?
KDM5B inh: inconclusive

How did COc1ccc(OC)c(C2=NOC(C(=O)Nc3ccc(OC(F)(F)F)cc3)C2)c1 (stereo not drawn) do in these assays?
KDM5B inh: inconclusive

How did Cc1c(Cl)cccc1NC(=O)C(=O)NCCc1csc(-c2cccc(F)c2)n1 do in these assays?
KDM5B inh: 3%

What do the screens show for `COc1cc(NC(=O)c2ccc3c(c2)NC(=O)CS3)cc(OC)c1OC`?
KDM5B inh: -16%

Results for CCc1ccc(-c2cc(C)no2)cc1S(=O)(=O)Nc1ccc(C)cn1 ?
KDM5B inh: inconclusive

How did COc1ccc2c(c1)c(CN1C[C@@H](C(N)=O)[C@H](c3nc(C)no3)C1)cn2C(C)C do in these assays?
KDM5B inh: -16%

What do the screens show for `Cc1ccc(C2Cn3cnc(C(=O)N4CCC(C(=O)NCc5cccs5)CC4)c3CO2)cc1` (stereo not drawn)?
KDM5B inh: -5%

Results for COc1ccc(NC(=O)c2ccco2)cc1NC(=O)c1cc(Br)ccc1Cl ?
KDM5B inh: inconclusive

How did CN(C)CCC(=O)N1Cc2ccccc2CC2(CCCN(C)C2)C1 (stereo not drawn) do in these assays?
KDM5B inh: 2%[149 µM]

How did COc1ccc(CN(C)C(=O)c2n[nH]c(=O)c3ccccc23)cc1F do in these assays?
KDM5B inh: 10%

What do the screens show for `COCCCn1c(C)cc(C(=O)N2CCCCCCNC(=O)CC2)c1C`?
KDM5B inh: -20%

Copied from the listing for reference:
How did COc1ccc(OC)c(C2=NOC(C(=O)Nc3ccc(OC(F)(F)F)cc3)C2)c1 (stereo not drawn) do in these assays?
KDM5B inh: inconclusive

How did Cc1c(Cl)cccc1NC(=O)C(=O)NCCc1csc(-c2cccc(F)c2)n1 do in these assays?
KDM5B inh: 3%

What do the screens show for `COc1cc(NC(=O)c2ccc3c(c2)NC(=O)CS3)cc(OC)c1OC`?
KDM5B inh: -16%

Results for CCc1ccc(-c2cc(C)no2)cc1S(=O)(=O)Nc1ccc(C)cn1 ?
KDM5B inh: inconclusive

(more compounds)
What do the screens show for `CSc1ccc(CCNC(=O)C(C)n2nc(C)c3sc4ccccc4c3c2=O)cc1` (stereo not drawn)?
KDM5B inh: -1%

What do the screens show for `CCc1nnc(NC(=O)C(=O)c2cc(C)n(-c3ccccc3)c2C)s1`?
KDM5B inh: inconclusive

What do the screens show for `COc1ccc(Nc2nc(N3CCN(c4ccccc4OC)CC3)nc3c2cnn3C)cc1`?
KDM5B inh: -2%

How did Cc1nc(-c2cn(C3CCCN(C(=O)COc4ccc(F)cc4)C3)nn2)no1 (stereo not drawn) do in these assays?
KDM5B inh: -1%

Results for O=C(Cn1ccn2nc(-c3ccccc3)c(CO)c2c1=O)Nc1ccccc1Cl ?
KDM5B inh: -16%

How did COc1ccc(CCNS(=O)(=O)c2c(C)nc3sccn3c2=O)cc1OC do in these assays?
KDM5B inh: -19%

How did CCCn1c(=O)[nH]c(=O)c2c1nc(-c1ccc(F)cc1)n2CCOC do in these assays?
KDM5B inh: 1%

How did N[C@H]1CCN2C(=O)c3cc(-c4ccc(F)cc4F)ccc3NC(=O)[C@H]12 do in these assays?
KDM5B inh: -11%[86.2 µM]

What do the screens show for `CC(C)Cn1nc(C(=O)N2CC(C(=O)N3CCCCC3)Oc3ccccc32)c2ccccc2c1=O` (stereo not drawn)?
KDM5B inh: -9%

What do the screens show for `CC(=O)N1CCC(NC(=O)c2cc(C)nc3cc(F)ccc23)CC1`?
KDM5B inh: -3%

Results for O=C(CCC(=O)Nc1ccc(Cl)cc1Cl)N/N=C/c1c2ccccc2cc2ccccc12 ?
KDM5B inh: 31%

What do the screens show for `Cc1ccc(NC(=O)c2c(C)oc3ccc(O)c(CN(C)Cc4ccccc4)c23)c(C)c1`?
KDM5B inh: inconclusive

What do the screens show for `CCCc1cc(=O)[nH]c(SC(C)C(=O)NC(=O)NC2CCCCC2)n1` (stereo not drawn)?
KDM5B inh: 21%

Results for O=C(O)CCC(=O)NC1CC2(CCN(C(=O)c3ccccc3)CC2)c2ccccc21 (stereo not drawn) ?
KDM5B inh: 9%[115 µM]

What do the screens show for `CC[C@@]1(O)CCN(C(=O)c2[nH]nc(-c3ccc(Cl)cc3)c2C)C[C@H]1O`?
KDM5B inh: 3%

What do the screens show for `O=C(c1ccncc1)N1CCCCCCn2c(nnc2-c2ccc(F)cc2)CC1`?
KDM5B inh: 4%

What do the screens show for `C=CCOc1ccc(CNC2CC2)cc1`?
KDM5B inh: -4%

What do the screens show for `O=C(NCc1nnc2ccc(-c3ccccc3)nn12)c1cccc(C(F)(F)F)c1`?
KDM5B inh: 32µM*

How did Cc1oc2ncn(C)c(=O)c2c1C(=O)N1CCN(c2ccc(Cl)cc2)CC1 do in these assays?
KDM5B inh: 0%

Results for CCCNC(=O)C(Cc1ccccc1)NS(=O)(=O)c1ccc2c(c1)c(=O)n(C)c(=O)n2C (stereo not drawn) ?
KDM5B inh: -10%

What do the screens show for `COc1ccc(OC)c(S(=O)(=O)N2CCCOCCNC(=O)[C@@H]3CCC[C@@H]32)c1`?
KDM5B inh: 17%

How did Cc1ccc(-n2cnnc2SCC(=O)Nc2ccc(S(=O)(=O)N3CCCCCC3)cc2)c(C)c1 do in these assays?
KDM5B inh: 1%

Results for Cc1ccc(NC(=O)C(=O)NCC(c2ccc3c(c2)OCO3)N2CCN(c3ccccc3)CC2)cc1 (stereo not drawn) ?
KDM5B inh: 0%

Results for CCCN(CC1CCOC1)C(=O)Nc1cc(F)ccc1F (stereo not drawn) ?
KDM5B inh: 10%

What do the screens show for `CCc1ccc(NC(=O)c2ccc3c(c2)N(C)C2CCCCCN2C3=O)cc1` (stereo not drawn)?
KDM5B inh: inconclusive

What do the screens show for `COc1cccc(C2=CC(c3ccccc3F)n3ncc(C(=O)Nc4ccc(C)cc4)c3N2)c1` (stereo not drawn)?
KDM5B inh: inconclusive

How did COC(=O)c1ccccc1NC(=O)C1CCN(C(=O)N2CC(C)Oc3ccccc32)CC1 (stereo not drawn) do in these assays?
KDM5B inh: -3%

Results for COc1ccccc1-c1cc2[nH]ccc2c(C(=O)NCc2c(C)cc(C)[nH]c2=O)n1 ?
KDM5B inh: inactive

Results for CCOC(=O)c1cnc2ccccc2c1Nc1ccc(N2CCOCC2)cc1 ?
KDM5B inh: -6%

Results for O=C1CC(c2ccccc2)N(C(=O)C2CC2)CCCN(S(=O)(=O)c2cccs2)CCN1 (stereo not drawn) ?
KDM5B inh: -27%

Pulled by compound from above:
How did COC(=O)c1ccccc1NC(=O)C1CCN(C(=O)N2CC(C)Oc3ccccc32)CC1 (stereo not drawn) do in these assays?
KDM5B inh: -3%

How did Cc1ccc(-n2cnnc2SCC(=O)Nc2ccc(S(=O)(=O)N3CCCCCC3)cc2)c(C)c1 do in these assays?
KDM5B inh: 1%

Results for Cc1ccc(NC(=O)C(=O)NCC(c2ccc3c(c2)OCO3)N2CCN(c3ccccc3)CC2)cc1 (stereo not drawn) ?
KDM5B inh: 0%

Results for O=C1CC(c2ccccc2)N(C(=O)C2CC2)CCCN(S(=O)(=O)c2cccs2)CCN1 (stereo not drawn) ?
KDM5B inh: -27%

What do the screens show for `COc1cccc(C2=CC(c3ccccc3F)n3ncc(C(=O)Nc4ccc(C)cc4)c3N2)c1` (stereo not drawn)?
KDM5B inh: inconclusive

Results for CCOC(=O)c1cnc2ccccc2c1Nc1ccc(N2CCOCC2)cc1 ?
KDM5B inh: -6%

Results for COc1ccccc1-c1cc2[nH]ccc2c(C(=O)NCc2c(C)cc(C)[nH]c2=O)n1 ?
KDM5B inh: inactive

The main list resumes with the three entries that preceded the break.
Results for COc1ccccc1-c1cc2[nH]ccc2c(C(=O)NCc2c(C)cc(C)[nH]c2=O)n1 ?
KDM5B inh: inactive

Results for CCOC(=O)c1cnc2ccccc2c1Nc1ccc(N2CCOCC2)cc1 ?
KDM5B inh: -6%

Results for O=C1CC(c2ccccc2)N(C(=O)C2CC2)CCCN(S(=O)(=O)c2cccs2)CCN1 (stereo not drawn) ?
KDM5B inh: -27%

What do the screens show for `Clc1cccc(-c2nn3c(Cn4cnc5ccccc54)nnc3s2)c1`?
KDM5B inh: 13%

What do the screens show for `CCNC(=O)[C@@H]1C[C@H](NC(=O)Cc2ccccc2F)CN1C1CCOCC1`?
KDM5B inh: 14%

Results for CCc1csc(CCNC(=O)C2CCC(=O)N(CCc3cccc(F)c3)C2)n1 (stereo not drawn) ?
KDM5B inh: 29%

What do the screens show for `CC(/C=C/c1ccco1)=N/NC(=O)c1ccc(C)nc1`?
KDM5B inh: inconclusive

What do the screens show for `COc1ccc(OC)c(Nc2ncncc2-c2nc(-c3ccccc3)no2)c1`?
KDM5B inh: -14%

How did CC(C)CNC(=O)C(Cc1ccccc1)NC(=O)C(c1ccccc1)c1ccccc1 (stereo not drawn) do in these assays?
KDM5B inh: -4%

What do the screens show for `CCn1c2ccccc2c2cc(CN3CCN(Cc4ccc(OC)c(OC)c4)CC3)ccc21`?
KDM5B inh: inconclusive

What do the screens show for `CCc1ccc(-c2nn(CC(=O)NC3CCCCC3)c3c2cnc2ccc(C)cc23)cc1`?
KDM5B inh: -6%

What do the screens show for `Cc1ccc(NC(=O)C2CCC(CNS(=O)(=O)c3ccc4c(c3)C(C)(C)C(=O)N4C)CC2)cc1` (stereo not drawn)?
KDM5B inh: -5%

How did CCNS(=O)(=O)c1ccc(NC(=O)C2c3ccccc3Oc3ccccc32)cc1 do in these assays?
KDM5B inh: 7%

How did c1cc(-c2nc3c(c(NCc4cn5c(n4)SCC5)n2)CCNCC3)ccn1 do in these assays?
KDM5B inh: -13%

What do the screens show for `Cc1noc(-c2ccc(N3CCC(CN4CCCC4=O)CC3)nc2)n1`?
KDM5B inh: inconclusive

What do the screens show for `O=C(c1ccc(C(F)(F)F)cc1)N1CCC(Oc2ncccc2C(=O)N2CCCCC2)C1` (stereo not drawn)?
KDM5B inh: -21%

Not all compounds are listed; count on the stated rates, not on these rows.
